Screens from PubChem BioAssay.
Lipid storage S3: qHTS Assay for Lipid Storage Modulators in Drosophila S3 Cells; Drosophila S3 cells, BODIPY lipid droplet fluorescence, 18-24 h; cells fed with added oleic acid; Potency in µM for hits, for the others lipid storage change, negative = inhibition, % at the top dose, mostly 46.1 µM; 320,000 tested, 0.64% active; active means well fitted inhibition curve with a large enough effect in the signal ratio, with a control signal flat, not every such curve was filed as active; inconclusive means small, poorly fitted or top-dose-only effect, or effect the other way, or a change in a side signal; the % refers to the signal ratio
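Drosophila S3 cells loaded with oleic acid (400 uM, as added) and compounds at several concentrations; lipid droplets imaged by 488-nm laser-scanning cytometry, 500–530 nm intensity and object ratio to cell channel. Percent activity normalized to 20 uM Triacsin C.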
Lipid storage S3 cell count max: recorded beside Lipid storage S3, whose call it bears; cell number change, %; measured here: cell count max response;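 cells counted by Cell Tracker Red CMTPX staining in the red channel; peak over a dose series mostly up to 46.1 µM; percent activity relative to internal control wells on each plate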
An asterisk follows results filed as active; i = inactive; u = inconclusive; x = no result given; [ ] = another dose, or the depositor's remark. On the % scale 0 is the no-effect control and ±100 the full control effect; potency means the concentration at half of the fitted maximal effect.

SMILES	Lipid storage S3	Lipid storage S3 cell count max
O=C(NCCCCc1ccccc1)C1CCCC1	u	x
COc1ccc2[nH]c(=O)c(CN(C(=O)c3cccnc3)c3cc(C)ccc3C)cc2c1	-12%	2
O=C(NCC(=O)N(c1ccccc1)C(C(=O)NC1CCCC1)c1cccnc1)c1cccs1 (stereo not given)	-4%	4
C=CCN(C(=O)CNS(=O)(=O)c1ccccc1)C(C(=O)NCCOC)c1ccncc1 (stereo not given)	u	x
COc1cc(C(C(=O)NC(C)(C)C)N(C(=O)CNC(=O)c2cccs2)c2ccc(C(C)C)cc2)cc(OC)c1OC (stereo not given)	i	12
Cc1cccc(C2CC(c3ccccc3)Nc3nc(N)nn32)c1 (stereo not given)	i	x
COc1ccc(-c2cc(C(F)(F)F)nc(SCC(=O)Nc3sc4c(c3C#N)CCC4)n2)cc1	u	x
O=C(NNC(=O)c1ccc(NC(=O)c2ccccc2)cc1)Nc1ccccc1	-6%	6
CCC1(c2ccc(F)cc2)NC(=O)N(CC(=O)NC2CC2)C1=O (stereo not given)	i[0.0737 µM]	2
COc1cc(OC)c(OC)cc1/C=C1\CC(C)C/C(=C\c2cc(OC)c(OC)cc2OC)C1=O (stereo not given)	u	x
CC(C)OCCCNC(=O)Cc1ccc(Br)cc1	u	x
CCCN1C2CCCC1CC(NC(=O)c1ccc(Br)cc1)C2 (stereo not given)	u	x
COc1ccc(CCNC(=O)CSc2nc3ccccc3c3nc(CCN4CCCCC4)nn23)cc1OC	0%	7
Cc1ccc(S(=O)(=O)N2CCC(C(=O)NNC(=O)c3cccnc3)CC2)cc1	17%	7
Cc1ccc(S(=O)(=O)N2CCN(CC(=O)N/N=C\c3ccc(Cl)c([N+](=O)[O-])c3)CC2)cc1	u	x
Cc1nc2ccc(S(=O)(=O)NCC(=O)N3CCN(c4ccccn4)CC3)cc2s1	0%	-16
O=C(NCC1CC1)c1ccc2c(c1)S(=O)(=O)c1cc(Cl)ccc1C2=O	5%	7
COc1cccc(N2CCN(c3ccc4nnc(CCC(=O)Nc5ccc(OC)c(OC)c5)n4n3)CC2)c1	u	x
CN(CC(=O)Nc1cccc(F)c1)CC(=O)Nc1ccc(Cl)cc1[N+](=O)[O-]	3%	x
Cc1nn(C(C)C(=O)NCCC2=CCCCC2)c(=O)c2nn(-c3ccccc3)c(C)c12 (stereo not given)	u	x
CC(C)c1ccc(NC(=O)c2cc(S(=O)(=O)N3CCCCC3)c[nH]2)cc1	u	x
Cc1ccc(C(C(=O)NC2CCCCC2)N2CCC3(CC2)OCCO3)cc1 (stereo not given)	-17%	15
Cc1ccc(C)c(CSc2ncccc2C(=O)O)c1	u	x
O=C(c1ccc(Cl)cc1)c1cnc2ccccn12	u	x
O=C(c1ccccc1)N1CCN(CCc2ccccn2)CC1	u	x
CCOC(=O)C1=C(COC(=O)[C@@H]2CCCN2S(=O)(=O)c2ccc(C)cc2)NC(=O)NC1C (stereo not given in full)	-30%	11
COC(=O)CCn1[nH]c(=O)c2ccccc2c1=O	20%	-4
CCOC(=O)C1CCCN(C(=O)c2cncc(Br)c2)C1 (stereo not given)	u	x
COc1ccccc1NC(=S)N1CCN(C(=O)c2ccco2)CC1	u	x
COC(=O)c1cccc(NC(=O)CSc2nnc(C)n2C)c1	17%	-2
CC(=O)c1cc(CN2CCN(Cc3ccc(C)cc3)C(CCO)C2)cs1 (stereo not given)	5%	5
O=C(O)c1ccc2oc(=O)c(S(=O)(=O)c3ccc(F)cc3)cc2c1	5%	9
CS(=O)(=O)N(Cc1ccccc1)c1ccc(C(=O)N2CCN(c3cccc(Cl)c3)CC2)cc1	u	x
Cc1ccc(-c2onc3ccc(C4(C)OCCO4)cc23)cc1	i	-18
O=C(c1cc2c(s1)CCC2)N1C(=O)c2ccccc2S1(=O)=O	-3%	9
NS(=O)(=O)c1cccc(NC(=O)CC(NC(=O)c2ccccc2Cl)c2ccccc2)c1 (stereo not given)	u	x
O=c1c2ccccc2nc(/C=C/c2ccc([N+](=O)[O-])cc2)n1CCCO	u	x
O=C(c1ccco1)N1CCN(CC(O)COc2ccc3oc4ccccc4c3c2)CC1 (stereo not given)	u	x
O=C(O)CCNc1nc(-c2ccccc2)nc2ccccc12	u	x
CCCCc1ccc(S(=O)(=O)Nc2nnc(C)s2)cc1	3%	9
Cc1ccc(S(=O)(=O)N2CCCCC2)cc1NC(=O)Cn1cnc2c1c(=O)n(C)c(=O)n2C	i	6
C=C(C)C1Cc2cc3ccc(=O)oc3cc2O1 (stereo not given)	u	x
CCN1C(C#N)=C(C#N)N=C(C)CC1(C)C	i	-13
COc1ccc(CN2CCN(Cc3ccc4ccccc4c3)CC2)cc1OC	2%	18
COc1ccccc1C(=O)NCC(=O)OCC(=O)Nc1ccc2[nH]c(=O)[nH]c2c1	u	x
CCN(CCn1cccn1)Cc1nc(-c2ccc(OC)cc2)no1	-8%	15
Cc1cc(C)nc(NCC(O)CNc2ccccc2C)n1 (stereo not given)	-22%	-24
Cc1ccc(S(=O)(=O)N(C)CC(=O)N2CCOCC2)cc1	u	x
C/C(=N\NC(=O)c1cccc(N/N=C(\C)c2ccc([N+](=O)[O-])cc2)c1)c1ccc([N+](=O)[O-])cc1	19%	-1
O=C(Cn1ccc([N+](=O)[O-])n1)N1CCCc2ccccc21	i	x
CCCC1CCC(=NNS(=O)(=O)c2ccc(C)c([N+](=O)[O-])c2)CC1 (stereo not given)	9%	19
CCn1c(CNC(=O)c2ccc(OC)c(OC)c2)nnc1SCC(=O)c1ccc(OC)cc1	i	-1
CN(CC(=O)Nc1ccc(F)cc1)C(=O)c1ccc2ccccc2n1	u	x
O=C(COC(=O)Cn1cnc2ccccc21)Nc1ccc2c(c1)OCCO2	-17%	-1
COCc1ccc(CN2CCC(n3nccc3NC(=O)CCOc3ccccc3)CC2)o1	i	-3
COc1ccc(-c2oc3ncnc(N)c3c2-c2ccccc2)cc1	u	x
COCCCNC(=O)c1ccc(Cn2c(=O)c3ccccc3n(Cc3ccccc3C)c2=O)cc1	u	x
C/C(CCc1oc2ccc(Cl)cc2c1-c1ccc(C)o1)=N\O	u	x
CN(C)/C=N/c1ncc(-c2ncc(C(F)(F)F)cc2Cl)cn1	u	x
Cc1cccc(NC(=O)c2sc(-c3ccccc3)nc2-c2ccc([N+](=O)[O-])cc2)c1	u	x

Additional records
SMILES	Lipid storage S3	Lipid storage S3 cell count max
Cc1cccc(C(=O)NCCc2ccc(S(N)(=O)=O)cc2)c1[N+](=O)[O-]	u	x
O=C(C1CCCN(S(=O)(=O)c2cc(Cl)ccc2Cl)C1)N1CCCC1 (stereo not given)	8%	13
COc1ccc(-c2ccc(CCC(=O)O)n2-c2ccccc2OC)cc1	-6%	-13
O=C(O)c1ccccc1-c1csc(-c2ccccc2)n1	u	x
O=C(CSc1ncn[nH]1)NCc1ccccc1	-17%	-13
CC(=O)N1CCN(Cc2nc3cc(NC(=O)Nc4ccccc4)ccc3n2C)CC1	u	x
C=CCSc1nnc2c(n1)OC(c1cccnc1)N(C(C)=O)c1ccccc1-2 (stereo not given)	-13%	-3
CC12CC(O)C3c4ccc(O)cc4CCC3C1CC/C2=N\O (stereo not given)	u	x
Cc1ccc(S(=O)(=O)Nc2ccc(N=Nc3ccc(O)cc3)cc2)cc1	u	x
COc1ccc(/C=N/Nc2nc(-c3cccc(S(=O)(=O)N4CCCC4)c3)cs2)cc1OC	u	x
CCOC(=O)C1(CCOc2ccccc2)CCN(Cc2cc(OC)cc(OC)c2)CC1	u	x
O=C(CSC1=NCCS1)N1CCCCCC1	4.6µM*	0.5*

An excerpt of these results, with each value named.
> CC12CC(O)C3c4ccc(O)cc4CCC3C1CC/C2=N\O (stereo not given)
  Lipid storage S3 = u; Lipid storage S3 cell count max = x
> Cc1ccc(S(=O)(=O)Nc2ccc(N=Nc3ccc(O)cc3)cc2)cc1
  Lipid storage S3 = u; Lipid storage S3 cell count max = x

Four compounds drawn at random from the list so far, as already listed:
SMILES	Lipid storage S3	Lipid storage S3 cell count max
CC(=O)N1CCN(Cc2nc3cc(NC(=O)Nc4ccccc4)ccc3n2C)CC1	u	x
Cc1ccc(S(=O)(=O)Nc2ccc(N=Nc3ccc(O)cc3)cc2)cc1	u	x
COc1ccc(/C=N/Nc2nc(-c3cccc(S(=O)(=O)N4CCCC4)c3)cs2)cc1OC	u	x
O=C(C1CCCN(S(=O)(=O)c2cc(Cl)ccc2Cl)C1)N1CCCC1 (stereo not given)	8%	13

New compounds follow:
SMILES	Lipid storage S3	Lipid storage S3 cell count max
CN1CC2(Cc3c1ccc1ccccc31)C(=O)OC(C)(C)OC2=O	u	x
COC(=O)C(=Nc1ccccc1)/C(C(=O)C(=O)N(C)c1ccccc1)=C(\O)c1ccc(Cl)cc1	u	x
CC(=O)Nc1ccc(S(=O)(=O)NCC(=O)OCC(=O)NC(=O)c2cccn2C)cc1	i	-17
COc1ccccc1NC(=O)C(C)N(C)CCOc1ccccc1 (stereo not given)	u	x
CS(=O)c1ccccc1COC(=O)Nc1cccc(Cl)c1 (stereo not given)	-16%	-4
CC(C)c1ccc(NC(=O)CSc2nc(=O)n(CCCN3CCOCC3)c3c2CCCC3)cc1	u	x
CN1CCN(Cc2nc3ccccc3c(=O)n2Cc2nc(-c3ccc([N+](=O)[O-])cc3)cs2)CC1	u	x
COc1ccccc1C(=O)Nc1ccc2c3c(cccc13)CC2	u	x
CCCOc1ccc(C(=O)NCCN2CCOCC2)cc1	17%	-19
CCOC(=O)COc1ccc([N+](=O)[O-])cc1	1%	6
Cc1ccc(NC(=O)COC(=O)c2cccc3c(=O)c(C)c(-c4ccccc4)oc23)cc1	u	x
O=C(NCc1ccccc1)c1ccc(Cl)c(NC2=NC3CS(=O)(=O)CC3S2)c1 (stereo not given)	u	x

A draw from above in order of SMILES length, low to high.
SMILES	Lipid storage S3	Lipid storage S3 cell count max
O=C(Cn1ccc([N+](=O)[O-])n1)N1CCCc2ccccc21	i	x
O=C(c1cc2c(s1)CCC2)N1C(=O)c2ccccc2S1(=O)=O	-3%	9
CN(CC(=O)Nc1cccc(F)c1)CC(=O)Nc1ccc(Cl)cc1[N+](=O)[O-]	3%	x
COc1ccc(/C=N/Nc2nc(-c3cccc(S(=O)(=O)N4CCCC4)c3)cs2)cc1OC	u	x
COc1ccc(-c2cc(C(F)(F)F)nc(SCC(=O)Nc3sc4c(c3C#N)CCC4)n2)cc1	u	x

The list continues.
SMILES	Lipid storage S3	Lipid storage S3 cell count max
COC(=O)C1=CN(Cc2ccc(OC)c(OC)c2)C=C(C(=O)OC)C1c1ccc(F)cc1	8%	-4
Cc1onc(-c2ccccc2Cl)c1C(=O)NC(=S)Nc1ccccc1C(N)=O	u	x
CCOc1ccc(Br)cc1CNc1ccc2c(c1)OCCO2	u	x
COCC(C)NC(=O)/C(=C/c1ccccc1)c1ccccc1 (stereo not given)	u	x
CC(C)Nc1nnc(Sc2ccc(Cl)cc2[N+](=O)[O-])s1	u	x
CC(=O)Nc1ccc(SCc2csc(C)n2)cc1	u	x
COc1ccc2cc(C(=O)C3CCCN(C(=O)CCc4ccccn4)C3)ccc2c1 (stereo not given)	u	x
Cc1ccc(-n2c(O)c(/C=N/n3cnnc3)c3ccccc3c2=O)cc1	u	9
CCCCCn1c(N2CCCC2)nc2c1c(=O)n(C)c(=O)n2C	u	x
O=C(NCCCN1CCOCC1)c1cc2c([nH]c3ccccc32)c(-c2cccc(Br)c2)n1	u	x
COc1ccc(-c2cc(C(F)(F)F)nc(SCC(=O)Nc3ccc4c(c3)OCO4)n2)cc1OC	u	x
CCCCN(CC)S(=O)(=O)c1ccc2c(c1)n(C)c(=O)c(=O)n2C	4%	11

One compound at a time (already shown). Order of screens: Lipid storage S3	Lipid storage S3 cell count max
COC(=O)C1=CN(Cc2ccc(OC)c(OC)c2)C=C(C(=O)OC)C1c1ccc(F)cc1 is entered as 8%	-4
CCOc1ccc(Br)cc1CNc1ccc2c(c1)OCCO2 is entered as u	x
O=C(NCCCN1CCOCC1)c1cc2c([nH]c3ccccc32)c(-c2cccc(Br)c2)n1 is entered as u	x

The list continues:
SMILES	Lipid storage S3	Lipid storage S3 cell count max
CC(=O)c1ccc(-n2c(CCC(=O)O)ccc2-c2ccc(Cl)cc2)cc1	-6%	x
CSc1ccccc1OCc1cc(C(=O)N(C)CCn2nc(C)cc2C)no1	i	-2
Cc1[nH]c2ccccc2c1-c1nc2ccccc2[nH]1	u	x
C=CCn1cnc2sc(C(=O)Nc3ccccc3OC)c(C)c2c1=O	18%	13
CCCCC(c1nnnn1CCOC)N1CCN(C)CC1 (stereo not given)	10%	7
CCC1C(=O)N=C(SCC(=O)Nc2cccc3ccccc23)NC1=O (stereo not given)	i	x
CCOC(=O)Cn1c(-c2ccccc2)nc2ccccc2c1=O	i	x
O=[N+]([O-])c1ccc(N2CCN(C(=S)Nc3ccccc3)CC2)cc1	4%	-18
COc1ccc(CNC(=O)C(C)NCc2ccccc2Cl)cc1 (stereo not given)	8%	-12
Cc1ccc(F)cc1NC(=O)CSCc1c(C)noc1C	u	x
O=C(NC1CC1)c1ccc(N2CCCCC2)c([N+](=O)[O-])c1	u	x
CS(=O)(=O)Nc1ccc(C(=O)Nc2ccccc2C(=O)NCc2ccco2)cc1	12%	1
CC1(C)CC(=O)C(C2=NC3(CCCCCC3)Cc3ccccc32)=C(O)C1	18%	17
Cc1cc(C)nc(/N=C2\NC(=O)CC3C(=O)NCCN23)n1 (stereo not given)	5%	5
O=C(O)C(C(=O)O)=C1C2CC3CC(C2)CC1C3	-11%	1
COc1ccc(-c2nc(C(=O)O)cs2)cc1OC	u	x
CCCOc1ccc(C(=O)N(Cc2cccs2)C2CCS(=O)(=O)C2)cc1 (stereo not given)	i	8
NC(=O)Nc1ccc(C(=O)OCC(=O)N(Cc2ccccc2)C2CCS(=O)(=O)C2)cc1 (stereo not given)	u	x

An excerpt, so the mix of outcomes need not match the whole.
